Screening data from PubChem BioAssay.
KDM5B inh – Primary screen for KDM5B Histone Demethylases FDH-coupled qHTS; KDM5B demethylase, FDH-coupled NADH fluorescence (FDH is formaldehyde dehydrogenase); Potency, µM (highest dose often 57.7 µM), for the others: top-dose activity change, negative = inhibition, usual class: inhibitors; 2.6% of 220,000 active; AID 1347165, 2019; active = well fitted inhibition curve with a large enough effect; inconclusive = small, poorly fitted or top-dose-only effect; inactive = no such curve, though single readings can be large or run the other way; note: 0% is about no effect; nearly all actives have a fitted effect of over 70% in size
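qHTS format, multiple compound concentrations. Buffer 50 mM HEPES pH 7.5/0.01% Tween-20; 200 nM KDM5BΔAP final; 10 min compound preincubation; substrate-mix levels 12.5 µM peptide, 25 µM α-KG, 0.25 mM NAD⁺; 30 min RT; ΔRFU.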
The depositor's hits bear a star; i = inactive; ? = inconclusive; & = joins results of further samples; [ ] = remark or other dose. Potency is the fitted concentration of half-maximal effect. Some of the compounds tested; the hit share may differ from the screen's.

Molecule,KDM5B inh
COc1cccc(C(=O)NC2CCN(c3cc(-c4ccc(Cl)cc4)[nH]n3)CC2)c1OC,-33%
CCCS(=O)(=O)N1CC[C@H](c2nc(C)no2)[C@H](NC(=O)C2CC2)C1,-13%
CCOC(=O)c1c(NC(=O)/C=C/c2ccc(C)cc2)sc(C(C)=O)c1C,-23%
CCOC(=O)c1cc(OC(=O)c2ccc(OC)c(OC)c2)n(-c2ccccc2)n1,?
O=c1cc(CN2CCN(Cc3ccccc3)CC2)c2cc(Cl)c(O)cc2o1,i
Cc1noc([C@@H]2CC(F)(F)CN2C(=O)c2ccoc2)n1,-2%
CCCN1Cc2cccc(C(=O)Nc3ccccc3C(=O)OC)c2C1=O,-13%
CCOc1cc(N)ccc1OC(F)F,8%
C#CCN1CC(N2CCN(CCO)CC2)CS1(=O)=O (centres undefined),19%
CCCCn1c(-n2nc(CC)cc2CC)nc2c1c(=O)n(CC(N)=O)c(=O)n2C,-1%
CCCCCCCCCCCCS(=O)CCCC (centres undefined),-9%
Cc1n[nH]c(C)c1CCC(=O)N1CC[C@@H](NC(=O)c2cccnc2)[C@H](O)C1,17%
CC(=O)Nc1ccc(S(=O)(=O)N2CCC(NC(=O)CCC(C)C)CC2)cc1,28%
C=CCC1(C(=O)O)CCCN(Cc2ccc(OC)c(COC)c2)C1 (centres undefined),-11%
O=C(c1ccccn1)N1CCC2(Cc3ccccc3NC2=O)C1 (centres undefined),-14%[86.2 µM]
CCCCC(=O)Nc1c(C(=O)N2CCN(c3ccccc3)CC2)oc2ccccc12,-18%
COCCNC(=O)C1CCCN(S(=O)(=O)c2ccc3c(ccn3C)c2)C1 (centres undefined),-8%
O=C(CC(c1ccccc1)c1ccccc1O)NCCc1ccccc1 (centres undefined),19%
Cc1cc(C)cc(N2CCn3c2nc2c3c(=O)n(CCc3ccccc3)c(=O)n2C)c1,-6%
O=C(Nc1ccc2c(c1)OCO2)C1CCN(C(=O)c2n[nH]c(=O)c3ccccc23)CC1,-12%
COc1ccc(OC)c(CNC(=O)c2ccc3c(c2)N(S(C)(=O)=O)CC3)c1,-2%
C#CC(C)(CC)NC(=O)Cn1nnc(-c2ccc(OCc3ccccc3F)cc2)n1 (centres undefined),2%
COc1ccccc1-n1[nH]c(C)c(Cc2ccc(Cl)cc2)c1=O,?
CCc1sc(C(=O)Nc2nc(C)cs2)cc1C,-5%
O=c1c2c(n(Cc3cccnc3)n1-c1ccccc1)CN(Cc1ccccc1Cl)CC2,?
O/N=C/c1ccc[n+](C/C=C/c2ccccc2)c1,-10%
O=C(CSc1nc(C2CC2)n(-c2ccccc2)n1)N1CCN(c2ccc(F)cc2)CC1,-9%
CCC(C)(C)C1CCc2c(sc(NC(=O)c3cccc4ccccc34)c2C#N)C1 (centres undefined),17%
COC(=O)c1c(C)sc(-c2c(-c3cccc(OC)c3)[nH]c3c2c(=O)[nH]c(=O)n3C)c1O,?
O=C(/C=C/c1ccccc1)c1cc2ccccc2oc1=O,-16%
O=C(/C=C/c1ccc2c(c1)OCO2)NCc1ccncc1,?
O=C1NC2(CN([S+](=O)([O-])c3cccc(C(F)(F)F)c3)C2)Oc2ccccc21,5%
O=C(CSCc1ccccc1)NNC(=S)NC1CC1,8%
COc1cccc(C(=O)NCc2n[nH]c(=O)c3ccccc23)c1OC,5%
O=C(OCCOc1ccccc1)c1ccc2nccnc2c1,16%
O=C(NC1CC1)[C@@H]1C[C@H](Oc2ccccc2)CN1S(=O)(=O)c1cccc(F)c1,3%
Cc1ccc(/C=C/c2onc(C)c2S(=O)(=O)N2CCC(C(=O)N3CCC(C)CC3)CC2)cc1,-1%
O=C(NC1CCCC1)c1cc(CN2CCOCC2)on1,-4%
O=c1n(-c2cccc(Cl)c2)nc2n1CCN(Cc1ccccc1)C2,89µM*
CC(C)CCN1CCCC2(C1)C(=NC1CCCCC1)NC(=O)N2c1cc(F)cc(F)c1 (centres undefined),-12%[115 µM]
O=C(COc1ccc(F)cc1F)Nc1cccc2cccnc12,1%
COc1cccc(-c2n[nH]c3c2CN(C(=O)c2oc(C)cc2C)CC3)c1,?
CCOc1cc(/C=C2/NC(=O)NC2=O)ccc1OCc1ccccc1F,4%
O=C(NC1CCCN(c2ccc(C(F)(F)F)cn2)C1)c1ccnc(Cl)c1 (centres undefined),14%
O=C(NC1CCCCC1)C1CN(C(=O)c2ccccc2Br)CC12CCOCC2 (centres undefined),-6%
COc1ccccc1N1CCN(C(=O)CC[C@]23CC[C@](C)(O)C[C@H]2C(C)(C)C[C@@H]3NC(=O)c2ccc(C(F)(F)F)cc2)CC1,-10%
COc1ccc(-c2ccccc2NC(=O)C2CCCN2C(=O)CC(C)(C)C)cc1 (centres undefined),22%
Nc1nc(NCc2ccco2)nc(N2CCCC2)c1[N+](=O)[O-],0%
NCCO[C@H]1C[C@@H](O)C12CCN(S(=O)(=O)c1cccnc1)CC2,?
CCOc1ccc(-c2cc(C(=O)NCc3ccncc3)c3ccccc3n2)cc1,?

Next section
Molecule,KDM5B inh
O=C(O)CCCC(=O)N[C@H]1CO[C@H]2[C@@H]1OC[C@@H]2Nc1nccc(-c2ccc(-c3ccccc3)cc2)n1,32µM*
COc1ccc2nc(NS(=O)(=O)c3ccc(C)cc3)c(Nc3ccc4c(c3)OCO4)nc2c1,-3%
CC12CCC(C(=O)NNC(=O)c3ccc(F)cc3)(OC1=O)C2(C)C (centres undefined),-16%
Cn1nnnc1SCCNCc1ccccc1OCc1ccc(Cl)cc1Cl,12%
Cc1noc(C)c1S(=O)(=O)N1CCCC(Cc2noc(-c3ccncc3)n2)C1 (centres undefined),-22%
COc1ccc(-c2noc(-c3ncn4c3COC(c3ccc(F)cc3)C4)n2)cc1OC (centres undefined),?
COc1cc2c(cc1OC)C(CNC(=O)CC(C)C)N(C(=O)Nc1cccc(C)c1)CC2 (centres undefined),4%
O=C(NC1CCN(c2cc(-c3ccc(Cl)cc3)[nH]n2)CC1)c1ccccn1,-16%
N#Cc1cccc(CN2CC(CNC(=O)C3CCOCC3)C3(C2)CN(c2ccccc2)C3)c1 (centres undefined),-10%
O=C(C1=NO[C@@H]2CN(Cc3ccc(F)cc3)C[C@H]12)N1CCN(c2ccccn2)CC1,-5%[86.2 µM]
COc1ccc(-c2cc(N3CCCN(C(=O)c4cnccn4)CC3)n[nH]2)cc1,-25%
COc1ccc(C(=O)Nc2ccc(NS(=O)(=O)c3ccccc3)cc2)cc1OC,7%
CNC(=O)CCn1ncc2cc(OCc3ccccc3-c3ccccc3C)ccc21,?
O=C(Nc1ccc(F)cc1)c1nc2ccccc2nc1N1CCOCC1,1%
COc1ccc(NC(=O)c2c(NC(=O)COc3ccccc3)sc3c2CCC(C(C)(C)C)C3)cc1 (centres undefined),-4%
Cc1ccc(C(C)NC(=O)c2cccnc2)cc1 (centres undefined),14%
CCOc1cc(CN2CCN(S(=O)(=O)c3ccc(C)cc3)CC2)ccc1OC,?
O=C(CN1CCCCC1)Nc1c(-c2ccccc2)c2cc(Br)ccc2[nH]c1=O,-21%
O=C(CSc1nc(-c2ccc(F)cc2)[nH]c1-c1ccc(F)cc1)Nc1ccc2c(c1)OCCO2,21%
CC(C)CC(=O)N1CCN(CC2CC=CCC2)CC1 (centres undefined),?
Cc1ccc2c(C(=O)N3CCOCC3)cc(NC(=O)C(C)C)cc2n1,22µM*
O=C(CCc1c[nH]c2ccccc12)N1CCC([C@@H]2CNC[C@H]2CO)CC1,?
O=C(O)CNS(=O)(=O)c1ccc(F)c(F)c1F,12%
Cc1ccc(C)c(NC(=O)CN2C(=O)NC3(CCCCC3)C2=O)c1,22%
COc1cccc(N2C(=O)N[C@@H]3CCN(C(=O)c4ccc(C(F)(F)F)cc4)[C@@H]3C2=O)c1,-15%[86.2 µM]

5 records drawn at random from those above, as already listed:
Molecule,KDM5B inh
O=C(CN1CCCCC1)Nc1c(-c2ccccc2)c2cc(Br)ccc2[nH]c1=O,-21%
COc1ccc(-c2noc(-c3ncn4c3COC(c3ccc(F)cc3)C4)n2)cc1OC (centres undefined),?
Cc1ccc2c(C(=O)N3CCOCC3)cc(NC(=O)C(C)C)cc2n1,22µM*
N#Cc1cccc(CN2CC(CNC(=O)C3CCOCC3)C3(C2)CN(c2ccccc2)C3)c1 (centres undefined),-10%
CC12CCC(C(=O)NNC(=O)c3ccc(F)cc3)(OC1=O)C2(C)C (centres undefined),-16%

The results go on:
Molecule,KDM5B inh
N#CCc1nnc(-c2ccccc2)s1,19%
CCC(C)NC(=O)Cc1c(C)[nH]c2ccc(F)cc12 (centres undefined),-3%
COc1ccc(-c2csc3ncnc(Nc4ccccc4)c23)cc1,-13%
Cc1ccc2[nH]c(C)c(CC(=O)NCc3cn4ccc(C)cc4n3)c2c1,?
CC1=C[C@@H](CNCc2ccc(C#N)cc2)[C@H](C(C)C)C[C@H]1Cc1nnc(-c2cccnc2)o1,-24%
Fc1ccc(CN2CCC3(CC2)CC(c2cccnc2)=NO3)cc1,-19%&8%[86.2 µM]
CN(C)CCn1cnc2c(c1=N)C(c1ccccc1)c1ccc3ccccc3c1O2 (centres undefined),-6%
Cc1ccc(/C(=N\NC(=O)C(C)C)c2ccccc2)cc1,-19%
Cc1cc(Cl)ccc1NC(=O)CCS(=O)(=O)c1cc2c(cc1C)NC(=O)CO2,-17%
O=C(CSc1nnc(NC(=O)c2ccc(F)cc2F)s1)NC1CC1,2%
CCNC(=O)[C@@H]1C[C@H](NC(=O)CSc2ccccc2)CN1C1CCCC1,?
COCCNC(=O)Cn1nc(C)c2ccccc2c1=O,13%
COc1ccc(-c2nnc3n2CCN([S+](=O)([O-])c2c(C)noc2C)C3)cc1,16%
Cc1ccn2cc(-c3ccc(C)c(NS(=O)(=O)c4ccc(Cl)cc4)c3)nc2c1,?
O=C(c1ccc(-c2ccc(N3CCSCC3)nc2)cc1)N1CCOCC1,22µM*
Nc1nnn(CC(=O)N/N=C/c2ccccc2Cl)n1,-3%
Cc1ccc(NC(=O)COC(=O)c2ccco2)cc1S(=O)(=O)N1CCOCC1,-1%
O=C(Cn1nnc(-c2ccccc2)n1)N1CCCC(c2nc3ccccc3s2)C1 (centres undefined),11%
CCOc1ccccc1NS(=O)(=O)c1cc(-c2cnc(C3CC3)o2)ccc1C,-4%
Cn1c(SCC(=O)Nc2ccc(N3CCOCC3)cc2)nnc1C(F)(F)F,-3%
CNC(=O)CCc1cn(Cc2ccc(C)cc2)c2ccccc12,-3%
Fc1ccc(CN2CCNc3cnc(OCc4cccnc4)cc3C2)cc1F,?
CCCCn1nnnc1CSc1nnc(-c2ccccc2)n1-c1ccc(F)cc1,-5%
Cc1nc2cc(NC(=O)c3ccc([N+](=O)[O-])s3)ccc2s1,23%
COc1ccc(CCNC(=O)CCCn2c(=O)c3ccccc3n(CC(=O)Nc3cccc(C)c3)c2=O)cc1OC,?

3 compounds from above, arranged by molar mass, rising:
Molecule,KDM5B inh
CNC(=O)CCc1cn(Cc2ccc(C)cc2)c2ccccc12,-3%
CCOc1ccccc1NS(=O)(=O)c1cc(-c2cnc(C3CC3)o2)ccc1C,-4%
Cc1cc(Cl)ccc1NC(=O)CCS(=O)(=O)c1cc2c(cc1C)NC(=O)CO2,-17%

The list continues.
Molecule,KDM5B inh
CCSc1ncc(CN2CC[C@@H](NC(=O)c3cnccn3)[C@H](O)C2)cn1,?
CCCCc1nc(C)cc(NCCn2ccc3[nH]c(=O)c(C#N)cc3c2=O)n1,i
COCC(=O)N1CCN(Cc2nc(-c3cccs3)oc2C)CC1,-18%
COCCN1C(=O)CC[C@]2(C(=O)NCc3cccc(OC)c3OC)CCCC[C@@H]12,15%
CCc1ccc(NC(=O)C2CCCN(S(=O)(=O)c3ccc4c(c3)CCCN4C(C)=O)C2)cc1 (centres undefined),2%
CNC(=O)[C@@H](c1ccc(Cl)cc1)N1CCC[C@H]1C(=O)NC(C)(C)C,-24%[86.2 µM]
Cc1ncsc1CN1CCCOCCNC(=O)[C@@H]2CCCC[C@@H]21,-6%
CCS(=O)(=O)c1nc(S(=O)(=O)c2ccc(C)cc2)c(NCc2ccc(Cl)cc2)s1,-23%
CN(c1ccccc1)c1cc(=O)c2ccnc(NCc3cnccn3)c2o1,?
COC(=O)c1ccc(COC(=O)Cc2coc3cc(C)ccc23)cc1,4%
Cc1ccsc1C(=O)N1CC(Oc2ccccc2-c2nc(-c3cnccn3)no2)C1,4%
N#Cc1ccc(CN2CCC3(CC2)NC(=O)c2ccccc2O3)cc1,9%[86.2 µM]
O=C1COc2ccc(N3CCOCC3)nc2CN1Cc1ccc(F)cc1,?
COCCNC(=O)[C@H]1C[C@H](Oc2cccnc2)CN1C(=O)NC1CCCCC1,26%
CCOc1ccc(CNS(=O)(=O)c2ccc3[nH]c(=O)ccc3c2)cc1,-6%
COc1ccc(Cc2nnc(SCC(=O)Nc3ccc(F)c(F)c3)n2C)cc1,15%
CC(=O)Nc1ccc(NC(=O)CCCc2nc(-c3ccc(C(C)(C)C)cc3)no2)cc1,0%
Cc1nc2cc(NC(C)c3nc(C(C)C)no3)ccc2o1 (centres undefined),?
CCOC(=O)N1CCN(Cc2cc(=O)oc3c(C)c(C)ccc23)CC1,9%
